LAP4 TOR yeast: modulators of LAP4-GFP expression in yeast, primary screen, S. cerevisiae, multiplex flow cytometry, MLPCN library | 320,000 tested, 0.34% active | 3 h; median GFP as percent of DMSO wells | GFP response vs DMSO, % at 10 µM;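 active means GFP response vs DMSO above a set limit, about the screen mean plus 3 SD, cut at about 150% in these data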
proCasp7 act: procaspase-7 activators, primary screen, counter-screen for procaspase-3 activator project, biochemical, absorbance, HTS, human; 330,000 tested, 0.093% active; Caspase-7 (Homo sapiens), P55210; activation, % at 8.5 µM; recombinant procaspase-7, Ac-DEVD-pNA absorbance 405 nm; D23A/D198A/D206A triple mutant, cannot self-cleave; scale: DMSO 0, 5 µM enzyme 100;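 active means percent activation above the screen-wide mean plus 3 SD, cut at about 25% in these data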
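Detection: p-Nitroaniline absorbance at 405 nm, read at 0 and 120 min; system: Uncleavable procaspase-7 mutant enzyme; evaluation: % activation from two-timepoint absorbance difference, scaled to controls; times: 1 h enzyme–compound preincubation and 2 h substrate reaction, both 25 °C; buffer or medium: Zinc-free HEPES pH 7.4 with 300 mM NaCl, 0.01% Triton X-100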
MEP2 TOR yeast: modulators of MEP2-GFP levels in yeast, primary screen, S. cerevisiae, multiplex flow cytometry, MLPCN library; 330,000 tested, 0.51% active; GFP response vs DMSO, % at 10 µM; AID 2016, 2009; S. cerevisiae MEP2-GFP strain, 3 h; 100% = DMSO control level;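 active means GFP response versus DMSO above a set limit, roughly screen mean plus 3 SD, cut at about 180% in these data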;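 further: median GFP fluorescence of the barcode-gated MEP2-GFP cells per well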
EBNA-1 inhibitor: EBNA-1 DNA-binding inhibitors, primary screen, biochemical, fluorescence polarization; inhibition, % at 14.8 µM; 300,000 tested, 0.34% active; in the data active means inhibition above about 28%
ZTA DNA inh: ZTA (EBV) inhibition in EBNA-1 counter-screen | inhibition, % at 11 µM | AID 2234 | P03206 | ZTA-DNA binding, fluorescence polarization | 320,000 tested, 0.15% active; in the data active means inhibition above about 33%
procasp3 activ: activators of human procaspase-3 D3A mutant, primary screen, biochemical, absorbance, PC-3 D3A mutant, single concentration; activation, % at 8.5 µM; 330,000 tested, 0.11% active; Caspase-3 (Homo sapiens), P42574; recombinant procaspase-3 D3A, Ac-DEVD-pNA absorbance 405 nm;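 active means activation above the mean of all tested compounds plus 3 SD, cut at about 21% in these data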;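 further: 0% = DMSO alone and 100% = DMSO wells spiked with extra 5 µM PC-3 D3A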
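Technique: 405 nm absorbance of p-nitroaniline, reads at 0 and 120 min; Test system: Procaspase-3 D3A mutant; Incubation: 1 h enzyme-compound preincubation, then 2 h substrate reaction, 25 °C; Repeats: singlicate, each compound tested once; Benchmarks: low control DMSO wells, high control DMSO plus 5 µM PC-3 D3A.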
AHR activator: AHR activators, primary screen, cell-based, luminescence, luciferase reporter, human; AHR-responsive luciferase reporter cells; Aryl hydrocarbon receptor (Homo sapiens), P35869; 320,000 tested, 2.5% active; AID 2796, 2010; activation, % at 5 µM; in the data active means activation above about 47%;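 further: 0% = vehicle wells and 100% = reference agonist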
RPL19A-GFP yeast: RPL19A-GFP expression modulators in yeast, primary screen, cell-based, S. cerevisiae, multiplex flow cytometry, MLPCN; percent response vs DMSO, % at 10 µM; S. cerevisiae RPL19A-GFP strain, 3 h; stronger effect = lower value; 330,000 tested, 0.3% active;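 active means percent response vs DMSO below 50%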;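 further: median channel GFP fluorescence of the barcoded RPL19A-GFP strain; ratio of sample median GFP to plate DMSO average so 100% = DMSO; lower means less RPL19A-GFP as with rapamycin TOR inhibition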
An asterisk follows results filed as active; x = no result given. Hits appear at their usual frequency; 3.8% or so of the library scored in one or more.

SMILES	LAP4 TOR yeast	proCasp7 act	MEP2 TOR yeast	EBNA-1 inhibitor	ZTA DNA inh	procasp3 activ	AHR activator	RPL19A-GFP yeast
COC(=O)C(Cc1c[nH]c2ccccc12)N1CCS(=O)(=O)CC1 (stereo not given)	97.2	2.8	97.4	3.5	13.7	-1.2	1.1	95.7
COc1ccccc1C(=O)NCC(=O)NCCC(c1ccccc1)c1ccccc1	94.9	-2.7	105.0	x	1.5	4.4	-0.3	96.9
FC(F)(F)c1nnc(-c2ccccc2)nc1N1CCOCC1	109.0	-0.1	105.0	11.1	-0.7	3.0	52.5*	95.1
CC(SCc1ccccc1)C(=O)Nc1ccccc1F (stereo not given)	81.5	9.0	93.4	-7.7	-9.9	1.0	0.7	89.2
CCCN1CCc2c(sc(NC(=O)c3ccc(S(=O)(=O)N4CCCC4)cc3)c2C(N)=O)C1	105.3	-0.7	104.2	-5.0	0.3	-0.4	2.4	98.5
Cc1ccc(C)c(-n2nnnc2Sc2nnnn2-c2ccccc2)c1	99.6	0.4	100.2	-5.0	-2.2	-2.3	2.7	93.8
O=C(Nc1cccc(-c2nc3cccnc3s2)c1)c1cccnc1Cl	117.6	5.3	91.6	2.1	-4.1	-1.3	44.7	87.4
O=C(Nc1nc2ccccc2s1)c1cccc(N2C(=O)CCC2=O)c1	86.7	-1.4	101.0	7.5	9.0	-1.9	34.0	102.7
COc1cccc(OC)c1C(=O)Nc1cc2c(cc1N1CCOCC1)n(C)c(=O)n2C	92.8	-10.3	105.3	-2.1	-3.2	7.6	1.6	95.6
O=C(CSc1nc2[nH]ncc2c(=O)[nH]1)c1ccccc1	109.9	-1.3	143.5	8.3	4.8	2.6	16.5	107.5
Clc1cccc(-c2ccc(/C=N/n3cnnc3)o2)c1	96.6	9.5	93.6	-1.9	8.0	5.2	-1.0	93.8
CC1(C)CC(=O)C(C(=O)C2CCN(S(=O)(=O)c3ccccc3)CC2)C(=O)C1	88.4	0.3	102.2	6.1	12.2	-4.0	-0.5	100.6
COc1ccccc1NS(=O)(=O)c1ccc2c(c1)NC(=O)C(C)S2 (stereo not given)	95.7	-5.1	92.6	11.8	-4.9	6.7	3.3	95.7
COc1ccccc1CN1CCC(n2nccc2NC(=O)CCc2ccccc2)CC1	92.3	4.7	103.5	-4.5	7.2	9.6	4.5	99.0
NC(N)=NS(=O)(=O)c1ccc(NC(=S)NC(=O)c2sc3ccccc3c2Cl)cc1	96.2	-6.9	107.8	-3.4	10.9	-6.0	13.1	104.9
O=C1O/C(=C\C(=O)N2CCOCC2)c2ccccc21	96.6	4.0	98.3	-0.2	4.8	-0.5	1.8	99.7
Cc1ccc2oc(=O)n(Cc3ccc(F)cc3)c2c1	103.0	3.5	110.2	2.7	4.1	1.5	3.1	103.3
COc1cc(/C=N/n2cnnc2)ccc1OC(=O)c1cccnc1	89.0	-2.1	102.9	-9.1	-1.5	-4.0	3.6	100.1
Cc1occc1C(=O)NNC(=S)NCc1ccccc1	102.5	1.6	102.6	8.5	-3.5	-6.9	4.4	97.1
CCCCCc1nnc(NC(=O)CN2C(=O)C3CCCCC3C2=O)s1 (stereo not given)	101.5	1.8	99.1	0.6	0.4	-1.1	-1.0	92.7
O=[N+]([O-])c1cccc(-c2ccn[nH]2)c1	104.1	6.0	91.5	-7.0	-7.4	3.0	-0.6	95.3
Cc1ccc(N2CC(C(=O)Nc3ccc4c(c3)OCO4)CC2=O)cc1 (stereo not given)	92.6	6.1	99.0	8.8	-4.8	3.6	6.5	92.6
CNC(=O)COc1coc(CN2CCN(c3ccccc3OC)CC2)cc1=O	100.0	-2.8	108.5	-4.0	13.4	-2.8	-0.6	104.6
Cc1nn(-c2ccccc2)c(C)c1/C=N/NC(=O)c1cc(-c2cccc3ccccc23)n[nH]1	95.5	7.8	105.6	7.3	0.9	11.1	28.9	100.0
CCc1n[nH]c(=S)n1/N=C/c1cc(OC)cc([N+](=O)[O-])c1O	101.5	-0.8	99.1	5.8	8.7	-10.5	1.1	96.4
CCOC(=O)CSc1nnc(Cn2c(=O)sc3ccccc32)n1C	107.3	4.9	106.4	5.2	20.8	0.4	10.8	103.9
Cn1cncc1C#Cc1c(C=O)[nH]c2ccccc12	94.8	-15.5	86.1	x	-6.2	-6.7	68.2*	98.5
COc1cccc(NC(=O)CN(C)C(=O)/C=C/c2cn(Cc3ccccc3)nc2-c2cccnc2)c1	97.0	1.1	90.6	-7.0	-4.1	9.5	1.1	86.6
CCOC(=O)c1c(C)[nH]c(C)c1C(=O)CSc1nc2ccccc2c(=O)n1-c1ccccc1C	x	-4.6	x	5.0	5.3	-2.0	4.4	x
COc1cc(CO)cc(Br)c1OCC(=O)O	107.7	-2.7	113.1	-14.2	-13.7	-0.5	-0.5	99.5
COC(=O)/C(C#N)=C(/Nc1ccc(F)c(Cl)c1)C(F)(F)F	105.0	4.2	107.5	9.7	0.7	6.6	1.9	102.9
Nn1c(Cc2cccc3ccccc23)n[nH]c1=S	89.8	-16.3	94.0	-0.2	1.9	-1.5	2.2	95.0
O=C(N/C(=C\c1ccc2c(c1)OCO2)C(=O)N1CCOCC1)c1ccccc1Br	97.0	-2.8	98.5	3.1	2.7	-0.4	0.1	97.2
C=CC[C@H](CC(=O)N(CCO)Cc1ccccc1)C(=O)N[C@H](COC(=O)[C@@H](CC=C)Cc1ccc(F)cc1)C(C)(C)C	117.3	11.2	98.7	x	x	5.1	0.3	101.9
CCc1ccc(S(=O)(=O)NCc2csc(C)n2)s1	117.1	4.9	107.1	2.5	10.5	-2.0	-1.3	108.3
Cc1ccc(S(=O)(=O)NCc2nc3ccccc3c(=O)n2N)cc1	92.4	-6.1	94.1	0.7	-2.9	-10.9	-0.5	x
CC(C)N(C(=O)Cn1cnc2cc([N+](=O)[O-])ccc2c1=O)C(C)C	70.6	8.0	88.2	4.7	8.5	2.6	7.4	100.1
CCOc1ccc(CCNC(=O)CSc2cc(=O)n(C)c3ccc(Cl)cc23)cc1OCC	97.5	7.9	115.1	-2.2	-5.8	3.0	-1.6	99.4
Cc1ccc(CN2CCC(c3cc(-c4ccc(Cl)cc4)n[nH]3)CC2)cc1	97.6	1.2	101.8	-10.8	4.5	-0.4	9.4	102.9
CCC(=O)N1CC2(CC(c3cccc(NC(=O)CC(c4ccccc4)c4ccccc4)c3)=NO2)C[C@H]1C(N)=O (stereo not given in full)	129.2	-12.0	96.7	11.6	5.2	-2.9	0.0	99.1
COC(=O)c1cc(CC(=O)c2ccc(O)cc2O)c(C)o1	91.0	8.7	100.0	-5.8	-1.0	-1.5	-1.6	97.6
N#Cc1ccc(Oc2ccc(NC(=O)C3CC=CCC3C(=O)O)cc2)cc1 (stereo not given)	101.7	12.0	106.2	-11.4	5.8	4.5	0.9	103.5
COc1ccc(Cl)cc1C(=O)N/N=C/c1ccc(N2CCOCC2)cc1	107.7	4.7	101.0	13.3	10.3	-1.7	53.0*	103.1
Cc1cc(F)c(F)c(C(=O)NC2CC2)c1Cl	105.3	-4.3	106.6	14.5	5.9	3.9	-1.4	104.3
COc1ccc(CCNC(=O)c2cc(CC(C)C)on2)cc1OC	108.8	-2.3	102.7	-6.7	-24.8	0.9	2.3	101.6
Cc1ccc(-c2nc(S(=O)(=O)c3ccc(F)cc3)c(SCC(=O)NCC3CCCO3)o2)cc1 (stereo not given)	96.2	8.5	98.4	23.7	-5.3	2.5	5.8	98.6
C/C(=C\C(=S)Nc1ccccc1)Nc1ccccc1	95.2	-10.1	98.3	-0.6	0.5	-3.1	13.4	95.7
CC(=O)Nc1ccc(S(=O)(=O)N2CCN(S(=O)(=O)N3CCCCCC3)CC2)cc1	98.3	0.6	101.7	-2.0	4.9	2.4	-1.0	95.9
O=C(OCCN1C(=O)c2ccccc2C1=O)c1cc(=O)[nH]c2ccccc12	97.6	2.4	106.0	-0.6	10.6	3.9	4.0	98.1
CC(OC(=O)c1ccc(-c2ccc([N+](=O)[O-])cc2)o1)C(=O)NC(N)=O (stereo not given)	105.0	-4.9	105.2	-11.7	-0.5	-9.3	12.9	112.7
C/C(=N\NC(=O)C(=O)Nc1cc(C)ccc1C)c1ccncc1	108.2	-2.8	96.3	6.7	-2.7	-5.6	0.4	94.0
Cc1ccc(-c2n[nH]c(=S)n2/N=C/C=C/c2ccccc2[N+](=O)[O-])cc1	94.1	-14.0	99.5	6.9	-4.5	-13.4	18.8	97.4
Cc1ccccc1NC(=O)NCc1ccc2c(c1)OCO2	96.7	-3.6	101.0	-9.1	3.6	-6.3	20.4	104.7
Cc1nn(CCc2nn[nH]n2)c2nc(C(F)(F)F)cc(C(F)(F)F)c12	109.6	0.5	108.0	-5.3	-2.7	7.6	2.5	106.8
O=C(CSc1nnc(-c2cccs2)o1)NCC1CN(Cc2ccccc2)CCO1 (stereo not given)	94.0	4.4	102.5	-2.1	3.9	-3.5	4.1	95.0
c1ccn2cc(CSC3=NCCS3)nc2c1	102.6	6.7	109.1	-5.7	-9.4	-6.5	1.8	100.1
O=C1/C(=C/c2ccccc2)SC(=S)N1CCCC(=O)N1CCCCC1CCO (stereo not given)	95.2	-7.9	100.0	-6.0	-12.8	-3.4	-2.5	98.8
CCOC(=O)CCCCC(=O)c1[nH]c(=O)[nH]c1C[n+]1ccccc1	106.1	-9.4	91.2	-6.2	-6.4	-5.9	-1.6	99.7
N#Cc1nnn(Cc2ccccc2)c1N	112.7	9.6	99.4	-13.2	-10.3	-5.4	2.5	101.5
COc1ccc(OC)c(-n2c(-c3cc(-c4ccco4)[nH]n3)n[nH]c2=S)c1	117.8	-3.5	122.0	1.8	19.2	2.3	5.3	100.2
CC(=O)N1CCN(S(=O)(=O)c2cccc(C(=O)OCC(=O)NC(=O)c3cccn3C)c2)CC1	96.7	4.3	100.0	4.3	0.0	-1.2	7.5	95.9
COc1ccc(NS(=O)(=O)c2cc(NC(=O)c3ccccn3)ccc2OC)cc1Br	83.5	9.1	91.9	x	x	-5.1	2.6	96.8

Screens: PubChem, several laboratories
